Screening results (PubChem BioAssay)
APP transl inh: APP translation inhibition; SH-SY5Y APP 5'UTR-luciferase reporter, luminescence; inhibition, % at 2 µM; 190,000 tested, 0.82% active;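 active means inhibition above a set limit, derived from the sample mean plus 3 SD, cut at about 45% in these data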; further: values of inactives mirror those of a sister screen read the other way
Hsp70 act: transcriptional activators of Hsp70 | HeLa Hsp70 promoter luciferase reporter, luminescence; scaled: vehicle 0, proteasome-inhibitor control 100% | activation, % at 10 µM | 200,000 tested, 0.04% active;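 active means activation above the mean across all tested compounds plus 3 SD, cutoff set per campaign, cut at about 5.5% in these data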;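 further: 100% = MG132 at 30 µM as the positive control and 0% = DMSO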
STAT1 activator: increases IFN-gamma driven STAT1 reporter signal | NIH 3T3 STAT1-luciferase reporter, luminescence; 100% = IFN-gamma alone, no compound | 200,000 tested, 2.6% active | activation (% of control), % at 5.5 µM;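 active means activation above the screen-wide mean activation plus 3 SD, cut at about 130% in these data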;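 further: raw ratio to IFN-gamma control signal so 100% means no change and 0% no light; values of inactives mirror those of a sister screen read the other way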
STAT3 activator: STAT3 signaling activation. U3A cells, IL-6 STAT3-luciferase reporter, luminescence; 100% = signal with IL-6 EC80 alone. activation (% of control), % at 5.6 µM. 190,000 tested, 0.91% active. AID 871;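 active means activation above the screen-wide mean of compound activation plus 3 SD, cut at about 130% in these data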;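 further: 0% = background luminescence of wells with medium and substrate only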
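system = STAT3-luciferase reporter U3A cells | reagent = IL-6 stimulus at 33 ng/mL final | timing = 1 h compound pre-exposure, 6 h IL-6 stimulation, 37 °C | measured by = luminescence | evaluation = % activation versus median of IL-6-stimulated wells | control set = IL-6-only wells as 100% reference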
G6PDH counter: counter-screen for G6PDH assay hits: L. mesenteroides G6PDH inhibition. Purified L. mesenteroides G6PDH, diaphorase/resazurin coupled fluorescence, 45 min. inhibition, % at 5 µM. 200,000 tested, 0.12% active. AID 1020; in the data active means inhibition above about 50%
STAT3 inh: STAT3 signaling inhibition. U3A cells, IL-6 STAT3-luciferase reporter, luminescence; host cell line lacks STAT1. inhibition, % at 5.5 µM. 190,000 tested, 0.89% active;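 active means inhibition above the mean inhibition across all screened compounds plus 3 SD, cut at about 44% in these data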;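 further: 0% = DMSO only wells and 100% = 100 µM nifuroxazide control wells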
Diaphorase inh: diaphorase inhibition or chemical oxidation counter-screen. diaphorase resazurin-to-resorufin fluorescence, NADH, 16 min; bacterial (C. kluyveri) enzyme, not human. inhibition, % at 20 µM. 190,000 tested, 0.69% active. AID 1217;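 active means primary screen inhibition at 20 µM above a set limit, cut at about 50% in these data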;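 further: plate controls were DMSO with full reaction for no effect and wells lacking NADH for full effect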
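material = Clostridium kluyveri diaphorase enzyme | amount = 0.14 U/mL diaphorase, enzyme working solution | schedule = incubation 16 min, room temperature | detection = fluorescence of resorufin formed from resazurin, Ex 544/Em 590 nm | benchmarks = positive control minus NADH, DMSO neutral control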
Diaph act CS: diaphorase activation or chemical reduction counter-screen; Diaphorase/resazurin coupled assay, resorufin fluorescence, 16 min; hits give high values; 1 = vehicle wells, 0 = NADH-free wells; activation factor at 20 µM; 190,000 tested, 0.005% active;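 active means diaphorase activity raised at least twofold by the compound at 20 µM; inactive means activation factor below 2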
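Assay system: bacterial diaphorase enzyme (C. kluyveri) / Input: enzyme 0.07 U/mL final / Medium: 50 mM HEPES pH 7.4 with 4.542 mM MgCl2, 0.005% Tween 20 / Doses: single compound dose of 20 µM, 1% DMSO final / Incubation: 16 min enzyme reaction, ambient temperature / Signal: fluorescence, excitation 544 nm and emission 590 nm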
STAT1 inh: inhibitors of IFN-gamma induced STAT1 signaling. 200,000 tested, 0.35% active. inhibition, % at 5.5 µM. NIH 3T3 STAT1-luciferase reporter, luminescence;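 active means inhibition above a set limit, the mean inhibition across all tested compounds plus 3 SD, cut at about 34% in these data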;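 further: 0% = IFN-gamma with DMSO and 100% = IFN-gamma with 300 µM nifuroxazide; values of inactives mirror those of a sister screen read the other way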
TLR4-MyD88 BLA: TLR4-MyD88 interaction inhibition in cells | O00206+Q99836 | HeLa CL3-4 TLR4/MyD88 BLA complementation, FRET ratio | inhibition, % at 8.4 µM | 200,000 tested, 0.18% active; in the data active means inhibition above about 25%;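 further: 0% = vehicle and 100% = reference inhibitor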
Target sequence (O00206 whole entry, looked up): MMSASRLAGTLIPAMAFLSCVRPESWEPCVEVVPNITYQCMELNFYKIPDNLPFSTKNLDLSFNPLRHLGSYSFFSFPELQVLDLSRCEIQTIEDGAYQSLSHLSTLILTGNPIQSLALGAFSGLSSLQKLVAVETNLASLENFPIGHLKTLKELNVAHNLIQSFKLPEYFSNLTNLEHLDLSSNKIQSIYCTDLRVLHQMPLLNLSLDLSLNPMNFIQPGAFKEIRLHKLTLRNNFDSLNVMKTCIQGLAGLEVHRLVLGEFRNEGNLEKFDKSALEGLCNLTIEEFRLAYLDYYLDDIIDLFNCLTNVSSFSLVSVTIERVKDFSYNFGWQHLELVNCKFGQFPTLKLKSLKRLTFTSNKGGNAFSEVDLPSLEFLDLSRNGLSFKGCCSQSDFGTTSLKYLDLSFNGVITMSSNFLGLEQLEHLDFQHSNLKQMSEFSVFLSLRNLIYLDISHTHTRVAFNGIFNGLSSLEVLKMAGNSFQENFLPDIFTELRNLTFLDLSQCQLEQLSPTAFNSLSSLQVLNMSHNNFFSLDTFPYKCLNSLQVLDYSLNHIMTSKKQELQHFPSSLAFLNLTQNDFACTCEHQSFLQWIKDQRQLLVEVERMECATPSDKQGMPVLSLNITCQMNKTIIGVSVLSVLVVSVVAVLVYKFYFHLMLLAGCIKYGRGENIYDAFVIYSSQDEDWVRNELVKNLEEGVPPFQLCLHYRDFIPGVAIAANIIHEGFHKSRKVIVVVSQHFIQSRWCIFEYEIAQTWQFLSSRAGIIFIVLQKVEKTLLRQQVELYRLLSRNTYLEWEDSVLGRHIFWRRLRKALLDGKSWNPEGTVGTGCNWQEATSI
Target sequence (Q99836 whole entry, looked up): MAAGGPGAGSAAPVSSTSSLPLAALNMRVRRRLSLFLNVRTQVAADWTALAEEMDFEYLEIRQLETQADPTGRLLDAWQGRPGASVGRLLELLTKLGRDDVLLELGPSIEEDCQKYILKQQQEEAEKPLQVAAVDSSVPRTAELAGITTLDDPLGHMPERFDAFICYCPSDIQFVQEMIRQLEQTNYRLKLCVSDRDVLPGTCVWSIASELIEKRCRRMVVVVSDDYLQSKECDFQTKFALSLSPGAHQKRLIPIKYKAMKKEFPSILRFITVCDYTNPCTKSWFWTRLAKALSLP
* hit, by the source's call; nt = not tested or not shown.

SMILES | APP transl inh | Hsp70 act | STAT1 activator | STAT3 activator | G6PDH counter | STAT3 inh | Diaphorase inh | Diaph act CS | STAT1 inh | TLR4-MyD88 BLA
O=C(CNC(=O)c1ccccc1F)OCc1nc2ccccc2s1 | -13.1 | -0.1 | 117.5 | 129.5 | 0.3 | -31.0 | 6.1 | 0.9 | -21.1 | -20.4
CCc1ccc(NC(=O)CCc2nc3cccnc3n2Cc2ccc(OC)cc2)cc1 | 12.8 | -0.7 | 101.8 | 101.0 | 5.0 | 4.6 | 4.6 | 1 | -2.0 | -4.9
Cc1ccc(SCc2[nH]nc3c2C2(C(=O)Nc4ccc([N+](=O)[O-])cc42)C(C#N)=C(N)O3)cc1 (centres undefined) | 4.5 | -0.3 | 91.9 | 110.0 | 5.0 | -1.2 | 36.2 | 0.6 | 5.0 | 9.7
CCCN(C(=O)Cc1nc(N)n[nH]1)C1(C(=O)Nc2ccccc2C)CCCCC1 | 13.2 | -0.1 | 92.6 | 100.8 | 2.9 | 3.7 | 7.6 | 0.9 | 8.1 | -9.7
Cc1ccc2[nH]c(=O)c(CN(Cc3ccccc3)C(=S)NCCCN(C)C)cc2c1 | 14.4 | 0.2 | 100.7 | 101.2 | 9.2 | 7.0 | nt | nt | -0.5 | 16.1
CCCCCn1c(=O)c(-c2nc3ccccc3[nH]2)c(O)c2ccccc21 | 11.9 | -0.2 | 96.5 | 106.8 | -2.5 | -1.9 | -5.9 | 1.1 | 3.4 | 5.2
CC(=O)c1cn(C)c(=O)[nH]c1=O | 3.2 | 0.0 | 102.8 | 106.4 | -6.3 | -6.6 | 9.6 | 0.9 | -5.6 | -6.8
CC1(C)C=C(c2ccc(C=O)s2)CC(C)(C)N1 | -3.3 | 0.0 | 98.3 | 101.9 | 0.4 | 2.6 | 14.4 | 0.9 | 1.8 | -5.8
O=S(=O)(N1CCCCC1)N1CCN(CC(O)COc2ccc3cc(Br)ccc3c2)CC1 (centres undefined) | nt | -0.3 | 97.6 | 100.2 | -2.8 | -0.2 | -0.6 | 1 | 2.6 | -11.3
COC(=O)c1ccc(NC(=O)COc2ccc(S(=O)(=O)NC(C)(C)C)cc2)cc1 | -11.5 | -0.2 | 102.3 | 98.0 | 3.0 | 10.6 | 12.3 | 0.9 | -2.2 | 11.0
CC(C)[C@H](NC(=O)c1ccccc1Cl)C(=O)OCc1cc([N+](=O)[O-])cc2c1OCOC2 | 0.7 | 0.1 | 100.5 | 105.1 | 0.5 | -3.8 | 11.4 | 0.9 | -0.5 | 0.7
COc1ccc(NC(=O)CSc2ncnc3c2cnn3Cc2ccccc2)cc1OC | 13.0 | -0.3 | 93.1 | 91.9 | 3.0 | 15.0 | 15.7 | 0.8 | 7.5 | -9.1

Brought forward from above: 3 entries, followed by the next part.
SMILES | APP transl inh | Hsp70 act | STAT1 activator | STAT3 activator | G6PDH counter | STAT3 inh | Diaphorase inh | Diaph act CS | STAT1 inh | TLR4-MyD88 BLA
COC(=O)c1ccc(NC(=O)COc2ccc(S(=O)(=O)NC(C)(C)C)cc2)cc1 | -11.5 | -0.2 | 102.3 | 98.0 | 3.0 | 10.6 | 12.3 | 0.9 | -2.2 | 11.0
CC(C)[C@H](NC(=O)c1ccccc1Cl)C(=O)OCc1cc([N+](=O)[O-])cc2c1OCOC2 | 0.7 | 0.1 | 100.5 | 105.1 | 0.5 | -3.8 | 11.4 | 0.9 | -0.5 | 0.7
COc1ccc(NC(=O)CSc2ncnc3c2cnn3Cc2ccccc2)cc1OC | 13.0 | -0.3 | 93.1 | 91.9 | 3.0 | 15.0 | 15.7 | 0.8 | 7.5 | -9.1
COc1ccc(-c2nn(-c3ccccc3)cc2CNC(=O)c2cccc([N+](=O)[O-])c2)cc1 | 1.5 | -0.5 | 101.8 | 110.4 | -6.2 | -12.5 | 19.3 | 0.8 | -1.9 | -5.0
Cc1ccc(-c2nc(SCC(=O)Nc3cc(S(=O)(=O)N4CCCCC4)ccc3Cl)n[nH]2)cc1 | -14.5 | -0.2 | 109.4 | 97.8 | -16.6 | 0.1 | 20.8 | 0.8 | -10.6 | -1.5
O=C1CCCc2[nH]c(-c3ccccc3)nc21 | 5.7 | -0.1 | 105.5 | 97.0 | 17.2 | 7.8 | 2.9 | 1 | -7.6 | -17.2
COc1ccc(C(c2nnnn2C2CCCCC2)N2CCN(c3ccccc3F)CC2)cc1 (centres undefined) | -3.5 | -0.3 | 91.4 | 101.7 | 1.7 | 7.9 | 7.2 | 0.9 | 9.5 | -20.2
Cc1cc(C(=O)CCl)c(C)n1-c1ccon1 | 11.0 | 0.0 | 97.2 | 83.9 | -3.9 | 27.0 | 1.0 | 1 | 1.3 | 0.8
Cc1ccc(NC(=O)C(C)N2C(=O)C3CC=C(Cl)CC3C2=O)cc1 (centres undefined) | 18.7 | 0.2 | 97.9 | 98.7 | 1.4 | 3.6 | 8.9 | 0.9 | 2.2 | -4.9
O=C(O)c1ccc(CSc2n[nH]c(-c3ccco3)n2)cc1 | 2.4 | 0.1 | 99.1 | 105.7 | 13.1 | -2.6 | 15.0 | 0.8 | 0.9 | -2.5
COc1cc(/C=N/N=C(N)N)ccc1OCc1ccc(Cl)cc1 | -180.1 | -0.1 | 98.3 | 71.8 | -6.4 | 38.6 | -83.8 | 1.8 | 0.3 | 3.4
CCC(C)N1C(=O)C2C(C(=O)Nc3cccc(OC)c3)C3C=CC2(O3)C1C(=O)NC1CCCCC1C (centres undefined) | -7.1 | 0.0 | 96.2 | 109.6 | -2.4 | -8.3 | 15.9 | 0.8 | 4.2 | 9.2
Clc1ccc(CSc2ncnc3nc[nH]c23)cc1 | -6.8 | -0.3 | 84.2 | 101.1 | 12.2 | 1.5 | 6.7 | 0.9 | 17.9 | -2.3
Cc1ccc(S(=O)(=O)N(C)C)cc1NC(=S)N1CCCCC1CO (centres undefined) | 14.5 | 0.0 | 87.5 | 106.2 | 8.8 | -6.4 | -3.1 | 1 | 12.4 | -12.9
CCCCNC(=O)/C(C#N)=C/c1ccc2c(c1)OCCO2 | -4.8 | 0.1 | 96.3 | 91.7 | 10.3 | 8.5 | 9.4 | 0.9 | 4.0 | -3.8
CN1C(=O)C(O)(CC(=O)c2ccc3c(c2)OCO3)c2ccccc21 (centres undefined) | -7.2 | -0.5 | 97.0 | 95.3 | 6.7 | 8.8 | -5.7 | 1.1 | 3.3 | -2.0
Clc1ccc(-c2noc(CN3CCCC3)n2)cc1 | -69.8 | 0.0 | 125.8 | 88.8 | -22.1 | 16.3 | 8.9 | 0.9 | -25.6 | 0.5
O=C(Nc1nnc(CCS(=O)(=O)c2ccc(Br)cc2)s1)c1ccc([N+](=O)[O-])cc1 | -6.4 | -0.4 | 101.4 | 93.7 | -3.0 | 13.7 | 1.4 | 1 | -1.5 | -6.2
O=C(COC(=O)c1ccccn1)c1ccc(Br)cc1 | -4.1 | -0.2 | 102.0 | 97.8 | 4.9 | 9.1 | 7.7 | 0.9 | -0.8 | -3.2
Clc1ccc(CSc2nnc(NC3=NCCCCC3)s2)cc1 | -2.4 | -0.5 | 97.7 | 92.5 | 1.8 | 14.1 | 5.3 | 0.9 | 2.5 | -2.3
O=C(c1ccccc1)c1cc2ccccc2o1 | -47.0 | -0.1 | 131.3* | 108.4 | 0.8 | -6.3 | -2.1 | 1 | -34.2 | -1.6
CCN1C(=O)C(CC(=O)NC2CCCCC2)N(CC)C1=O (centres undefined) | 4.9 | -0.1 | 99.1 | 108.0 | -6.8 | -5.7 | 10.7 | 0.9 | 1.0 | 15.0
O=C(c1ccc(CS(=O)(=O)c2ccc(Br)cc2)o1)N1CCN(c2ccccn2)CC1 | 8.7 | -0.1 | 95.1 | 96.4 | 8.2 | 13.0 | 6.3 | 0.9 | 5.4 | -3.7
CCOc1ccc(N=C(NN)c2ccc3ccccc3n2)cc1 | -85.8 | -0.2 | 99.7 | 103.9 | -4.0 | -1.9 | 30.1 | 0.7 | 0.3 | -8.0
CC(Sc1n[nH]c(N)n1)c1nc2scc(-c3cccs3)c2c(=O)[nH]1 (centres undefined) | -23.3 | -0.4 | 103.6 | 100.5 | 14.9 | 2.9 | 0.0 | 1 | -3.9 | -6.1
CC(C)(C)n1nc2c(c1NC(=O)c1ccccc1)CS(=O)(=O)C2 | 0.8 | -0.5 | 92.7 | 99.9 | -2.4 | 1.7 | 3.5 | 1 | 6.8 | 5.7
CCOC(=O)C1CCN(Cc2cccc(OC)c2)CC1 | 21.5 | 0.3 | 97.7 | 95.6 | 5.2 | 12.4 | 16.6 | 0.8 | 2.5 | -16.8
O=C(N/C(=C/c1ccc2c(c1)OCO2)C(=O)N1CCOCC1)c1cccs1 | 3.3 | 0.3 | 102.5 | 99.9 | 3.6 | 5.0 | 3.5 | 1 | -2.8 | -4.7
CC(=O)/C(N=Nc1c(C)n(C)n(-c2ccccc2)c1=O)=C(\C)O | 78.6* | -0.2 | 105.4 | 104.0 | 14.5 | -2.4 | 3.6 | 1 | -6.5 | -6.9
CCOc1cc(CNc2nn[nH]n2)ccc1OCC(=O)NC(C)(C)C | -5.3 | 0.0 | 92.2 | 101.1 | 10.1 | 10.5 | 6.4 | 0.9 | 7.8 | -7.5
Cc1csc(SCC(=O)NC(=O)C2CCCCC2)n1 | -139.0 | 0.0 | 106.0 | 107.2 | 5.6 | -6.3 | 11.1 | 0.9 | -7.1 | 3.7
Cc1cc(-c2nn3c(C)nnc3s2)ccc1NC(=O)C(C)(C)C | -29.6 | -0.3 | 117.6 | 89.9 | nt | 19.1 | nt | nt | -19.3 | 0.6
COc1ccc(CNC(=O)C2CSC(c3ccc(OC)cc3)N2C(C)=O)cc1 (centres undefined) | 14.2 | -0.1 | 105.9 | 98.7 | 3.5 | 6.5 | 6.9 | 0.9 | -6.5 | 2.9
CC(=O)Oc1cccc(N2C(=O)c3ccccc3C2=O)c1 | -5.7 | -0.1 | 95.9 | 83.7 | 7.2 | 22.3 | 2.0 | 1 | 4.6 | -4.9
C=CCc1cc(Cl)ccc1OCCOCCNC(C)(C)C | -10.4 | -0.1 | 106.6 | 98.0 | 10.3 | 7.6 | -1.0 | 1 | -8.6 | -17.9
O=C(COC(=O)CNC(=O)c1ccccc1F)Nc1cccc(S(=O)(=O)N2CCCCCC2)c1 | -0.5 | -0.1 | 102.6 | 108.0 | -1.5 | -8.0 | 30.6 | 0.7 | -4.0 | 10.9
CCN(CC)S(=O)(=O)c1ccc(OC)c(NS(=O)(=O)c2cccc(C(=O)O)c2)c1 | -6.4 | 0.2 | 110.3 | 100.4 | 13.4 | 1.9 | -2.9 | 1 | -11.8 | -6.6
CC(C)(C)N=C1NC(=NC(C)(C)C)c2ccccc21 | -3.7 | -0.4 | 100.8 | 90.7 | -9.5 | 14.7 | 15.9 | 0.8 | -0.8 | 16.6
